AddAB inh: less growth of phage-infected E. coli with AddAB. E. coli expressing H. pylori AddAB, absorbance growth. 330,000 compounds, 0.29% hits. inhibition, % at 11.9 µM; in the data active means inhibition above about 12%;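 further: 0% = vehicle wells of infected cells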
HTR5A inv ctr: counter-screen for OPRM1-OPRD1 inverse agonists: human HTR5A inverse agonism; P47898; HTR5A cell line, luminescence; inhibition, % at 9.3 µM; 340,000 compounds, 0.083% hits; in the data active means inhibition mostly above about 23%, no sharp cut-off; inactive means mostly below about 18%;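 further: 0% = cells with DMSO and 100% = no-cell wells with DMSO; some compounds called inactive have numbers as strong as hits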
Ecoli viability: reduces bacterial viability in AddAB counter-screen; E. coli V3065 growth, OD600 absorbance, 18 h; inhibition, % at 11.9 µM; 330,000 compounds, 0.27% hits; AID 449728;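 active means inhibition above the campaign's mean inhibition across all tested compounds plus 3 SD, cut at about 9.9% in these data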;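 further: uninfected addAB+ strain grown without phage in ampicillin broth; 0% = DMSO wells and 100% = ciprofloxacin 0.95 µg/ml wells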
Tat export inh: inhibitors of E. coli Tat protein transport; E. coli MC4100 TorA-mCherry Tat export, fluorescence; inhibition, % at 10 µM; 340,000 compounds, 0.036% hits; AID 488895;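 active means mean replicate inhibition at least 50% and at least half of replicates individually reaching 50%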;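 further: exported cargo escapes ClpAP degradation while cytoplasmic cargo is degraded and loses fluorescence; 0% = median of neutral control wells and 100% = median of NaSCN control wells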
phage Ecoli inh: E. coli growth loss with phage present; growth absorbance; inhibition, % at 11.9 µM; 360,000 compounds, 0.26% hits; in the data active means inhibition above about 11%
HTR5A ag ctr: counter-screen for OPRM1-OPRD1 agonists: human HTR5A agonism | P47898 | HTR5A agonist assay, luminescence, cell-based | activation, % at 9.3 µM | 340,000 compounds, 0.61% hits | AID 504692; in the data active means activation mostly above about 9.5%, no sharp cut-off; inactive means mostly below about 7.6%;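 further: 0% = cells with vehicle only and 100% = reference agonist; strong numbers were not always called active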
CDK5 inh: inhibitors of human CDK5/p35 kinase. Q00535+Q15078. Recombinant CDK5/p35, ADP-Glo luminescence, 60 min. inhibition, % at 10 µM. 330,000 compounds, 0.01% hits. AID 488839;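 active means highest replicate inhibition of at least 50% and at least 75% of replicates reaching 50%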;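 further: plate controls were DMSO neutral control for no effect and GW8510 at 10 µM for full effect; many of its hits are not listed in these tables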
Target sequence (Q00535 whole entry, looked up): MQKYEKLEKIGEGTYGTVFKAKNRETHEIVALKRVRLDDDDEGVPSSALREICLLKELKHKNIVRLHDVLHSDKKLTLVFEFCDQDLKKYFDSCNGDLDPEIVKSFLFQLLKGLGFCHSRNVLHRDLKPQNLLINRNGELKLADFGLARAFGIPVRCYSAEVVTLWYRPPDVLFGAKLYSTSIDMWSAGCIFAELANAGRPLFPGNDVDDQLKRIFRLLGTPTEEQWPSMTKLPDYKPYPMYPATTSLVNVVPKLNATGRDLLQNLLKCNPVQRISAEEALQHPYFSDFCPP
Target sequence (Q15078 whole entry, looked up): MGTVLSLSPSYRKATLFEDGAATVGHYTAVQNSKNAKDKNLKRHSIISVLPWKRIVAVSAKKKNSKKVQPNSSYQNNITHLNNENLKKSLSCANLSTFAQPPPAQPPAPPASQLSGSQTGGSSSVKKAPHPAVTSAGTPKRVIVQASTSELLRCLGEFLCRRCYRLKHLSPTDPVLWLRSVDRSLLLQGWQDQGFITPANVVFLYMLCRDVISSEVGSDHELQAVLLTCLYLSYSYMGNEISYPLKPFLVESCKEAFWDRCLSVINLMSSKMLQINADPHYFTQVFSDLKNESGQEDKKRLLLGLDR
PKA-R2B activ: activators of human PKA-R2B complex | P22694+P31323 | PKA-R2B holoenzyme dissociation, Cy5-IP20 fluorescence polarization; R2B truncated from residue 108, S112A mutant; 0% DMSO only, 100% 113 µM cGMP | activation, % at 11.4 µM | 340,000 compounds, 0.079% hits | AID 504700;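 active means activation above a cutoff set at the mean over all compounds plus 3 SD, cut at about 18% in these data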;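 further: higher means more holoenzyme dissociation and a rise in polarization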
Target sequence (P31323 whole entry, looked up, other chains not shown, the tested form may be a part): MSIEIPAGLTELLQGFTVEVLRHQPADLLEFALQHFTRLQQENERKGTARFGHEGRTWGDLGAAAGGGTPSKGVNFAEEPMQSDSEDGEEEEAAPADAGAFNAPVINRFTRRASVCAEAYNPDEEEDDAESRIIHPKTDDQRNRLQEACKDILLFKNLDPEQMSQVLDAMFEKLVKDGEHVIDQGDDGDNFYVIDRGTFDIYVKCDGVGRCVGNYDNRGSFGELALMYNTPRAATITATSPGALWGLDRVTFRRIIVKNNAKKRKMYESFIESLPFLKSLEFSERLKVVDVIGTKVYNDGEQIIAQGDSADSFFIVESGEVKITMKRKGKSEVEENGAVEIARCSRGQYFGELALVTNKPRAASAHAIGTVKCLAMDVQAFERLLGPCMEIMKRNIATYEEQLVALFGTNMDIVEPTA
PKA-R1A act: PKA-R1A complex activation; activation, % at 11.4 µM; AID 504707; PKA-R1A dissociation, Cy5-IP20 fluorescence polarization; scaled: DMSO 0%, 113 µM cGMP 100%; 340,000 compounds, 0.083% hits;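 active means percent activation above the mean of all tested compounds plus 3 SD, cut at about 19% in these data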;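 further: higher means more PKAc released from R1A so a rise in polarization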
DAGLB inhibitor: blocks human DAGLB lipase activity; HEK293T DAGLB membrane lysate, EnzChek fluorogenic substrate; inhibition, % at 5.17 µM; 340,000 compounds, 0.059% hits; AID 504411; in the data active means inhibition above about 34%;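 further: 0% = enzyme with vehicle and 100% = wells lacking enzyme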
Mot1-301 SUMO: blocks SUMOylation pathway, rescuing yeast Mot1-301 growth; S. cerevisiae Mot1-301 growth rescue, ATP luminescence, 38.5C; percent above DMSO median, 100 means doubled; growth rescue, % at 18.8 µM; 320,000 compounds, 1% hits; AID 2716;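 active means every valid replicate shows activation above 250% relative to neutral control wells; inactive means the rest, any valid replicate at or below 250%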;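 further: OY570 slx delta 5 strain wells were the positive control but not used for scaling; some compounds called inactive have numbers as strong as hits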
The depositor's hits bear a star. Rows were taken by chance; overall some 2.3% were active at least once.

Screening Cc1ccc(C(=O)OCC(=O)NC2CCCc3ccccc32)o1 (stereo not drawn) returned AddAB inh 1.3, HTR5A inv ctr -17, Ecoli viability 2.8, Tat export inh 4, phage Ecoli inh -1.7, HTR5A ag ctr 0, CDK5 inh 0.7, PKA-R2B activ -6, PKA-R1A act -5, DAGLB inhibitor -3 and Mot1-301 SUMO -27.
Screening O=C(NCCc1ccccc1)c1ccc(Cl)c(S(=O)(=O)N2CCOCC2)c1 returned HTR5A inv ctr 6, Tat export inh 4, phage Ecoli inh 3.1, HTR5A ag ctr 0, CDK5 inh -0.1, PKA-R2B activ -9, PKA-R1A act 4 and DAGLB inhibitor -3.
Screening Cc1ccc(N(CCC#N)C(=O)COC(=O)c2cc(C)no2)cc1 returned AddAB inh -1.9, HTR5A inv ctr -4, Ecoli viability -0.7, Tat export inh -1, phage Ecoli inh 3.6, HTR5A ag ctr 2, CDK5 inh -0.8, PKA-R2B activ -9, PKA-R1A act 1, DAGLB inhibitor -3 and Mot1-301 SUMO -10.
`CCCSC1=C(C#N)C(c2ccccc2OCC)CC(=O)N1` (stereo not drawn) gave AddAB inh 1.4, HTR5A inv ctr 6, Ecoli viability 1.8, Tat export inh -8, phage Ecoli inh 2.5, HTR5A ag ctr -2, CDK5 inh -1.1, PKA-R2B activ -14, PKA-R1A act -9, DAGLB inhibitor -2 and Mot1-301 SUMO -6.
`Cc1ccc(Sc2c(CO)c(-c3ccccc3)nn2C)cc1` gave AddAB inh 1.4, HTR5A inv ctr -3, Ecoli viability -1.3, Tat export inh -13, phage Ecoli inh 6.1, HTR5A ag ctr 1, CDK5 inh 1.4, PKA-R2B activ -3, PKA-R1A act 13, DAGLB inhibitor -5 and Mot1-301 SUMO -11.
Screening Cc1cc(=O)[nH]c(N=N/C(=N/Nc2ccccc2C)c2ccccc2)n1 returned AddAB inh 1.1, HTR5A inv ctr -19, Ecoli viability 3.1, Tat export inh 3, phage Ecoli inh 5.0, HTR5A ag ctr 2, CDK5 inh 0.6, PKA-R2B activ 1, PKA-R1A act -4 and DAGLB inhibitor 3.
O=C(NC(Cc1ccccc1)C(=O)O)/C(=C\c1ccco1)NC(=O)c1ccc(Br)cc1 (stereo not drawn) was read as AddAB inh 0.3, HTR5A inv ctr 7, Ecoli viability -4.1, Tat export inh 1, phage Ecoli inh 0.9, HTR5A ag ctr -3, CDK5 inh -1.5, PKA-R2B activ 10, PKA-R1A act 2, DAGLB inhibitor 5 and Mot1-301 SUMO 46.
Screening O=C(NNC(=O)c1ccccc1-n1cccc1)c1ccc(Cl)nc1 returned AddAB inh -1.4, HTR5A inv ctr -14, Ecoli viability -2.1, Tat export inh 5, phage Ecoli inh 2.9, HTR5A ag ctr 1, CDK5 inh 1.0, PKA-R2B activ -2, PKA-R1A act -7, DAGLB inhibitor -9 and Mot1-301 SUMO 18.
For CCCCN(C(=O)c1ccc(NC(=O)C(C)C)cc1)c1ccccc1 the results were AddAB inh 0.2, HTR5A inv ctr -19, Ecoli viability -0.8, Tat export inh 4, phage Ecoli inh 3.4, HTR5A ag ctr 0, CDK5 inh 0.3, PKA-R2B activ 5, PKA-R1A act -12, DAGLB inhibitor -1 and Mot1-301 SUMO 22.
Cc1ccc(OCc2cc(C(=O)N3CCC(c4ccccc4Cl)C3)no2)cc1C (stereo not drawn) was read as AddAB inh 2.6, HTR5A inv ctr 10, Ecoli viability -1.4, Tat export inh 2, phage Ecoli inh 1.6, HTR5A ag ctr 4, CDK5 inh -0.7, PKA-R2B activ -3, PKA-R1A act -1, DAGLB inhibitor -12 and Mot1-301 SUMO -4.
Screening CC(=O)Nc1ccc(CC(=O)NCCC(c2ccccc2)c2ccccc2)cc1 returned AddAB inh 2.2, HTR5A inv ctr 9, Ecoli viability 0.3, Tat export inh -6, phage Ecoli inh 1.1, HTR5A ag ctr -2, CDK5 inh -1.5, PKA-R2B activ -6, PKA-R1A act 2, DAGLB inhibitor 1 and Mot1-301 SUMO -16.
Screening CCOC(=O)C1CCN(C(=O)c2ccccc2N(C)S(=O)(=O)c2ccccc2)CC1 returned AddAB inh 5.2, HTR5A inv ctr -37, Ecoli viability 2.6, Tat export inh 8, phage Ecoli inh 0.8, HTR5A ag ctr -1, CDK5 inh -0.3, PKA-R2B activ -7, PKA-R1A act -7, DAGLB inhibitor 1 and Mot1-301 SUMO -8.
`COc1cc(C2c3sc(=O)[nH]c3SC3C(=O)N(c4ccc(C)cc4)C(=O)C32)ccc1O` (stereo not drawn) gave AddAB inh -0.5, HTR5A inv ctr 3, Ecoli viability 0.8, Tat export inh -10, phage Ecoli inh 0.0, HTR5A ag ctr 1, CDK5 inh 0.6, PKA-R2B activ 8, PKA-R1A act -3, DAGLB inhibitor 5 and Mot1-301 SUMO -2.
`COc1ccc(-n2ncc3c(=O)n(CC(=O)N(C(C)C)C(C)C)cnc32)cc1` gave AddAB inh 2.7, HTR5A inv ctr -5, Ecoli viability 3.6, Tat export inh -6, phage Ecoli inh -0.4, HTR5A ag ctr 1, CDK5 inh -0.1, PKA-R2B activ 8, PKA-R1A act -13, DAGLB inhibitor -2 and Mot1-301 SUMO 11.
For COc1ccc(NC(=S)Nc2cc(C)ccn2)c(OC)c1 the results were AddAB inh -0.3, HTR5A inv ctr 4, Ecoli viability -0.5, Tat export inh 0, phage Ecoli inh 0.2, HTR5A ag ctr -3, CDK5 inh 1.3, PKA-R2B activ -1, PKA-R1A act 2 and DAGLB inhibitor -2.
For COc1cccc(C(=O)NC2CC(C)(C)Cc3c2cnn3-c2cccc(F)c2)c1OC (stereo not drawn) the results were AddAB inh 3.0, HTR5A inv ctr 31, Ecoli viability -1.7, Tat export inh -3, phage Ecoli inh 1.8, HTR5A ag ctr -1, CDK5 inh 2.0, PKA-R2B activ -10, PKA-R1A act 1, DAGLB inhibitor -2 and Mot1-301 SUMO -13.
Cc1ccc(S(=O)(=O)N(C)C[C@H]2Oc3ccc(NC(=O)C4CCCCC4)cc3C(=O)N([C@H](C)CO)C[C@H]2C)cc1 was read as AddAB inh 3.6, HTR5A inv ctr -1, Ecoli viability 2.0, Tat export inh 3, phage Ecoli inh 0.0, HTR5A ag ctr 5, CDK5 inh -1.1, PKA-R2B activ 10, PKA-R1A act 0, DAGLB inhibitor 3 and Mot1-301 SUMO -8.
Screening CC(C)(C)CC(C)(C)NC(=S)Nc1ccc2nc(-c3ccccn3)c(-c3ccccn3)nc2c1 returned AddAB inh 2.9, HTR5A inv ctr 1, Ecoli viability -0.9, Tat export inh -30, phage Ecoli inh 0.6, HTR5A ag ctr 1, CDK5 inh 0.1, PKA-R2B activ -14, PKA-R1A act -19 and DAGLB inhibitor -6.
Screening CC(=O)Nc1cccc(NS(=O)(=O)c2cn(C)c(=O)n(C)c2=O)c1 returned AddAB inh -1.9, HTR5A inv ctr 25, Ecoli viability 1.0, Tat export inh 5, phage Ecoli inh 1.9, HTR5A ag ctr 2, CDK5 inh -1.5, PKA-R2B activ 7, PKA-R1A act -3, DAGLB inhibitor -1 and Mot1-301 SUMO 190.
`O=C(CSc1ccc(-c2ccc(F)cc2)nn1)NC1CCCCC1` gave AddAB inh 3.8, HTR5A inv ctr 0, Ecoli viability 0.6, Tat export inh -5, phage Ecoli inh 0.4, HTR5A ag ctr 0, CDK5 inh -0.3, PKA-R2B activ 0, PKA-R1A act 2, DAGLB inhibitor -1 and Mot1-301 SUMO 178.
`COc1cc(C2C(C(N)=O)=C(C)Nc3nc(CCCO)nn32)cc(OC)c1OC` (stereo not drawn) gave AddAB inh 8.4, HTR5A inv ctr 5, Ecoli viability 1.8, Tat export inh -6, phage Ecoli inh 3.0, HTR5A ag ctr -2, CDK5 inh -0.7, PKA-R2B activ -4, PKA-R1A act 8, DAGLB inhibitor 0 and Mot1-301 SUMO -12.
Screening COc1ccc(N(C(=O)c2snc(C(N)=O)c2N)C(C(=O)NCC2CCCO2)c2ccc(C)o2)cc1OC (stereo not drawn) returned AddAB inh 3.3, HTR5A inv ctr 16, Ecoli viability 0.1, Tat export inh 6, phage Ecoli inh 2.0, HTR5A ag ctr -6, CDK5 inh -1.9, PKA-R2B activ 2, PKA-R1A act -2, DAGLB inhibitor 0 and Mot1-301 SUMO -6.
`C=CCn1c(SCc2ccc([N+](=O)[O-])cc2)nnc1C(C)NC(=O)c1ccccc1` (stereo not drawn) gave AddAB inh -0.3, HTR5A inv ctr -2, Ecoli viability -1.7, Tat export inh 3, phage Ecoli inh 1.3, HTR5A ag ctr 4, CDK5 inh 0.3, PKA-R2B activ 15, PKA-R1A act -6, DAGLB inhibitor 1 and Mot1-301 SUMO 9.
Screening COc1cccc(OC)c1-c1nn2c(-c3cc(-c4ccccc4)n[nH]3)nnc2s1 returned AddAB inh 2.2, HTR5A inv ctr -16, Ecoli viability -0.4, Tat export inh 1, phage Ecoli inh 3.2, HTR5A ag ctr 7, CDK5 inh 1.4, PKA-R2B activ 8, PKA-R1A act -14, DAGLB inhibitor 2 and Mot1-301 SUMO -4.
For Cc1ccc(C(=O)Nc2cc(Cl)ccc2-n2cncn2)s1 the results were AddAB inh 2.0, HTR5A inv ctr 0, Ecoli viability 3.1, Tat export inh -8, phage Ecoli inh -1.0, HTR5A ag ctr 7, CDK5 inh 0.9, PKA-R2B activ -12, PKA-R1A act 0, DAGLB inhibitor -1 and Mot1-301 SUMO -15.
Screening O=C(c1ccc(Cl)cc1)N1CCCOC1 returned AddAB inh 3.0, HTR5A inv ctr -19, Ecoli viability -0.4, Tat export inh -10, phage Ecoli inh 2.3, HTR5A ag ctr -1, CDK5 inh -0.2, PKA-R2B activ -5, PKA-R1A act -4, DAGLB inhibitor 0 and Mot1-301 SUMO -7.
Screening N#CCc1ccc(NC(=O)c2ccccc2C(=O)Nc2ccc(CC#N)cc2)cc1 returned AddAB inh 1.6, HTR5A inv ctr -2, Ecoli viability -2.3, Tat export inh 6, phage Ecoli inh -1.1, HTR5A ag ctr 0, CDK5 inh -0.6, PKA-R2B activ -1, PKA-R1A act -14, DAGLB inhibitor -1 and Mot1-301 SUMO -4.
Screening Cn1c(C(=O)N/N=C/c2ccccc2)cc2ccccc21 returned AddAB inh 1.0, HTR5A inv ctr -8, Ecoli viability -0.2, Tat export inh 0, phage Ecoli inh 0.7, HTR5A ag ctr 4, CDK5 inh -1.6, PKA-R2B activ -5, PKA-R1A act 0, DAGLB inhibitor -6 and Mot1-301 SUMO 10.
`CCOc1ccc(OCC)c(S(=O)(=O)n2cc(C)nc2CC)c1` gave AddAB inh -0.9, HTR5A inv ctr -41, Ecoli viability -0.5, Tat export inh -1, phage Ecoli inh 4.7, HTR5A ag ctr 3, CDK5 inh -2.3, PKA-R2B activ 1, PKA-R1A act -3, DAGLB inhibitor -1 and Mot1-301 SUMO -35.
`C=CCn1c(SC2CCOC2=O)nc2scc(C3CC3)c2c1=O` (stereo not drawn) gave AddAB inh 0.6, HTR5A inv ctr 11, Ecoli viability -1.0, Tat export inh 3, phage Ecoli inh 0.8, HTR5A ag ctr 0, CDK5 inh 1.2, PKA-R2B activ -4, PKA-R1A act 1, DAGLB inhibitor 2 and Mot1-301 SUMO 5.

Bioassay records (PubChem BioAssay)
